Screens deposited in PubChem by several laboratories.
IMP-1 inhibitor – inhibitors of Pseudomonas aeruginosa IMP-1 metallo-beta-lactamase; purified IMP-1, nitrocefin hydrolysis, epi-absorbance fluorescence; inhibition, % at 5.6 µM; 0.45% of 290,000 active; AID 1556;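 active = inhibition above the mean plus 3 SD of all compounds in the same screening run, cut at about 4.5% in these data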;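 note: 0% = IMP-1 with DMSO and 100% = DMSO wells lacking enzyme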
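system = purified recombinant IMP-1 beta-lactamase | amount = 0.2 nM IMP-1, as dispensed | medium = HEPES buffer pH 7.1 with ZnSO4 and Brij 35 | times = 25 °C, 15 min preincubation, 25 min reaction | detection = plate fluorescence quenching by hydrolysis product, ex 480/em 530 nm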
VIM-2 inhibitor – inhibitors of Pseudomonas aeruginosa VIM-2 metallo-beta-lactamase; inhibition, % at 5.6 µM; 0.89% of 290,000 active; purified VIM-2, nitrocefin hydrolysis, epi-absorbance fluorescence;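 active = inhibition above the mean of all tested compounds plus 3 SD, cutoff set per screening run, cut at about 7.5% in these data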;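 note: red hydrolysis product quenches plate fluorescence so inhibitors raise well fluorescence; 0% = enzyme with DMSO and 100% = DMSO without enzyme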
IDE inh – inhibitors of human insulin-degrading enzyme in cells; 0.41% of 320,000 active; inhibition, % at 5.59 µM; P14735; HEK cells, FAbetaB cleavage, fluorescence polarization;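 active = percent inhibition above the average of all tested compounds plus 3 SD, set per screening campaign, cut at about 16% in these data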;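 note: IDE supplied by intact live HEK cells; FP after avidin binding of uncleaved biotin substrate so inhibition keeps polarization high; 0% = DMSO wells and 100% = 60 µM reference IDE inhibitor Ii1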
PfM18AAP inh – PfM18AAP enzyme inhibition; AID 1822; 1.2% of 290,000 active; recombinant PfM18AAP, H-Glu-NHMec fluorogenic cleavage; inhibition, % at 7.35 µM;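 active = inhibition above the campaign mean inhibition over all tested compounds plus 3 SD, cut at about 28% in these data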;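 note: 0% = plate median of test compound wells and 100% = 2 mM ZnCl2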
DNA FID counter – displaces DNA intercalator in HCV helicase counter-screen. 0.17% of 290,000 active. inhibition, % at 7.9 µM. DNA fluorescent intercalator displacement, fluorescence; in the data active = inhibition above about 37%;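 note: 0% = vehicle and 100% = reference compound; higher means more ethidium bromide displaced from hairpin DNA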
SUMO HTRF inh – inhibitors of human SUMOylation (UBC9); inhibition, % at 35 µM; 0.36% of 290,000 active; HTRF SUMOylation assay, SAE1/SAE2 + UBC9, in vitro; in the data active = inhibition above about 50%, passing the limit was not always enough; note: strong numbers were not always called active
pCIP destab – lowers stability of the mouse p/CIP coactivator protein; Q05BA5; F442A p/CIP-EGFP cells, EGFP fluorescence, 16 h; decrease of EGFP signal, % at 10 µM; 0.01% of 290,000 active; AID 1984;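 active = EGFP signal decrease of at least 30% at 10 µM or well 3 SD below plate mean, unless failing retest; inactive = the rest, including hits failing retest or dose response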; note: some compounds called inactive have numbers as strong as hits; many of its hits are not listed in these tables
Target sequence (Q05BA5 1-1403): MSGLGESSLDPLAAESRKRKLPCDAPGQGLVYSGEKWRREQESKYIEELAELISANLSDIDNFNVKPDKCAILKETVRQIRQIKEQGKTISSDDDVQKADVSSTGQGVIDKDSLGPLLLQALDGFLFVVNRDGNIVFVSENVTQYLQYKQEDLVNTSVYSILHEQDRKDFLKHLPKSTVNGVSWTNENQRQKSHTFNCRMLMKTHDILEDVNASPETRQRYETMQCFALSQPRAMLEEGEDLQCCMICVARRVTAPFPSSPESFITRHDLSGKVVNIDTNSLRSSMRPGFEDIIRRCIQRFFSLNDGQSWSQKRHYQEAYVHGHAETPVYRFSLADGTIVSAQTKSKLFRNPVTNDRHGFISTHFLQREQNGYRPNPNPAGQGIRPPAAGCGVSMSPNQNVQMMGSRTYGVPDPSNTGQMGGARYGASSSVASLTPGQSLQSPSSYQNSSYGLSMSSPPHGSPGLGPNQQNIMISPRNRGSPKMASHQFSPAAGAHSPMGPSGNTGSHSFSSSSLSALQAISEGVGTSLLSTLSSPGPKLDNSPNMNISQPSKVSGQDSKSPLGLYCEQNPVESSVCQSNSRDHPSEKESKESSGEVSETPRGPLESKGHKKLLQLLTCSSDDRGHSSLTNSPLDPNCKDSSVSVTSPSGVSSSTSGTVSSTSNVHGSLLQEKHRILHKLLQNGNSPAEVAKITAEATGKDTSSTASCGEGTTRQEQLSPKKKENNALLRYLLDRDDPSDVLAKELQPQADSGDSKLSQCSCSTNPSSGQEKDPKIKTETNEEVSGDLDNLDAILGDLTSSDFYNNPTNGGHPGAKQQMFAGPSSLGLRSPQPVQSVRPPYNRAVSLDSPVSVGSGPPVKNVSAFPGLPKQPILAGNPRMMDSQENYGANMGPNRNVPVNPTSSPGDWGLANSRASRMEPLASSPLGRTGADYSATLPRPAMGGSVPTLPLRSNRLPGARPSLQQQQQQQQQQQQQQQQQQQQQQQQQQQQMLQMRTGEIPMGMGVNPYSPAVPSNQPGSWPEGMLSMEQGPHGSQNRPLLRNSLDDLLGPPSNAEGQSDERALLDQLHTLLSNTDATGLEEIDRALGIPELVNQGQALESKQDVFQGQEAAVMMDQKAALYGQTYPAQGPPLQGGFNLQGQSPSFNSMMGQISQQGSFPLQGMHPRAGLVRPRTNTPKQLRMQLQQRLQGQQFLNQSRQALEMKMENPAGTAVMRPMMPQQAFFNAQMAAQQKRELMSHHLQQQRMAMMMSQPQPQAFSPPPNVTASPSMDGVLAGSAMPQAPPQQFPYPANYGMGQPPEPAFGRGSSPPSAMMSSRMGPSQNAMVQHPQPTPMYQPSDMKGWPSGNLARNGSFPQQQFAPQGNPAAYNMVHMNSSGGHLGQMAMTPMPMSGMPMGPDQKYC
HCV NS3 hel inh – inhibitors of Hepatitis C virus NS3 helicase; NS3 helicase DNA unwinding, Cy5 molecular beacon fluorescence; inhibition, % at 10.9 µM; 0.56% of 290,000 active; AID 1800;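 active = inhibition above the mean of all tested compounds plus 3 SD, set per campaign, cut at about 35% in these data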;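 note: 0% = DMSO wells and 100% = thioflavine S control wells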
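Material: hepatitis C virus NS3 helicase domain fragment enzyme; measured by: Cy5 fluorescence, 0 and 60 min reads; control set: DMSO and thioflavine S; incubation: 60 min unwinding reaction at 25 °C after ATP addition; read-out basis: % inhibition from 60/0 min fluorescence ratio, DMSO 0%, thioflavine S 100%; repeats: singlicate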
IDE act – IDE (human) activation, cell-based. activation, % at 5.96 µM. 0.073% of 340,000 active. HEK cells, FAbeta-B cleavage, fluorescence polarization; 0% vehicle, 100% cell-free pure enzyme wells. AID 493087;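 active = activation above the mean of all tested compounds plus 3 SD, set per screening campaign, cut at about 17% in these data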
An asterisk follows results filed as active; nt = no result given; & = joins results of further samples.

Start of the data: the first two records, to show the layout:
Each structure is followed by: IMP-1 inhibitor, VIM-2 inhibitor, IDE inh, PfM18AAP inh, DNA FID counter, SUMO HTRF inh, pCIP destab, HCV NS3 hel inh, IDE act
1) COc1ccc2nc(SCC(=O)NN)cc(C)c2c1
    -1.3, -2.2, -3, 12, -6, 29, -3, 2, 5
2) CCOC(=O)c1nn(-c2ccc(F)cc2)c(=O)c2c(N)scc12
    -1.2, 0.0, -9, 5, 4, 10, -17, 1, 0

Results, from the first entry:
Each structure is followed by: IMP-1 inhibitor, VIM-2 inhibitor, IDE inh, PfM18AAP inh, DNA FID counter, SUMO HTRF inh, pCIP destab, HCV NS3 hel inh, IDE act
1) COc1ccc2nc(SCC(=O)NN)cc(C)c2c1
    -1.3, -2.2, -3, 12, -6, 29, -3, 2, 5
2) CCOC(=O)c1nn(-c2ccc(F)cc2)c(=O)c2c(N)scc12
    -1.2, 0.0, -9, 5, 4, 10, -17, 1, 0
3) N#Cc1cc2cc3c(cc2nc1SCC(=O)N1CCCC1)OCCO3
    -1.1, 0.6, 6, -1, -13, -3, -1, 9, 4
4) CCOC(=O)c1cnc2c(-c3ccccc3)c(C)nn2c1N
    -3.8, -4.0, -1, -2, -2, 7, -1, -1, 6
5) O=C(Cn1cnc2cc([N+](=O)[O-])ccc2c1=O)Nc1cccc(S(=O)(=O)N2CCOCC2)c1
    -4.4, -3.5, 10, 2, 16, 2, 4, 0, 2
6) CCOc1ccc(S(=O)(=O)Nc2ccc(C(=O)NCC(c3ccco3)N(C)C)cc2)cc1 (stereo unspecified)
    -4.4, -2.0, 5, 4, 20, 8, -7, 1, -6
7) CCNc1nc(CN2CCCCC2)nc2scc(-c3ccccc3)c12
    -3.4, -3.7, 2, 1, -4, -4, 9, 1, -1
8) COc1ccc(CCC(=O)N2CC(C)OC(C)C2)cc1 (stereo unspecified)
    -0.9, -3.4, 7, 1, 4, 20, -5, -2, 2
9) COCCN(C(=O)Nc1ccccc1)c1ccccc1
    -1.5, -2.0, 3, -17, -2, 7, -4, -12, -3
10) O=C(Nc1ccc(-n2cc(Cl)cn2)cc1)c1ccncc1
    -3.6, -2.8, 4, -1, -2, 4, -6, -5, 0
11) O=C1NC[C@H](Cc2ccccc2)N(CCc2cccc(F)c2)C1=O
    nt, nt, 4, nt, nt, -6, -8, nt, -3
12) O=C(Nc1ccccc1)Oc1ccc[nH]c1=O
    -2.1, -1.5, 1, 16, 2, 94, -3, 14, 3
13) Cc1ccccc1OCC(O)Cn1c2ccccc2c2ccccc21 (stereo unspecified)
    -2.2, -2.0, -3, 2, -4, -27, -3, -28, 2
14) CCN(C(=O)CSc1nc2ccccc2n1CC)C1CCS(=O)(=O)C1 (stereo unspecified)
    -4.0, -1.9, -2, 4, -10, 7, -6, 1, -1
15) COC(=O)c1ccc(Cl)cc1N(Cc1c(F)cccc1Cl)S(C)(=O)=O
    -2.5, -2.6, 1, -8, -31, -2, 0, -1, -1
16) Cc1ccc2nc(C(F)C(F)(F)F)[nH]c2c1 (stereo unspecified)
    -1.6, -4.1, 1, 2, -5, 8, -10, -3, 0
17) Cc1ccc2c(c1)/C(=N/OS(=O)(=O)c1ccccc1)CCS2
    -1.9, 1.2, 1, -2, 4, nt, nt, -9, -2
18) C=CCn1c(N)c(C(=O)Nc2ccc(C)cc2)sc1=S
    -1.1, 0.4, 2, 9, -4, -4, 7, -3, 1
19) C#CCOCCOCCOCCNc1nc(N2CCN(C(=O)[C@H](CCC(=O)O)n3cc(C(N)CC(C)C)nn3)CC2)nc(N2CCN(C(=O)[C@H](Cc3cc4ccccc4[nH]3)n3cc(C(N)[C@H](C)CC)nn3)CC2)n1 (stereo partly specified)
    -0.5, -1.1, 2, -4, 10, 10, -10, -64, -1
20) Clc1ccccc1OCc1nnc2n1CCCCC2
    -0.8, -0.1, 11, -6, -10, 19, 1, 10, -8
21) Cc1nn(CC(=O)NCC(C)c2ccccc2)c(=O)c2cccn12 (stereo unspecified)
    -3.0, -2.3, 8, -7, -5, -7, -7, 2, -3
22) NCCCSC1=NCCCN1
    -2.8, 2.4, 1, -7, 3, 7, -5, -5, 5
23) Cc1ccc(NC(=O)COC(=O)CNC(=O)c2ccco2)cc1
    -3.1, -2.8, 7, -2, -2, 15, -9, 2, 0
24) CN1CCc2nc(NC(=O)COc3ccc(C#N)cc3)sc2C1
    -5.0, -0.9, -6, -1, -5, 3, -3, -14, -8
25) NCCCCCc1nnc(SCc2ccccc2Cl)o1
    -1.5, 1.1, 2, 11, 12, -3, -4, -3, 3
26) CCC(=O)NNc1nc2c(F)cc(F)cc2s1
    -5.5, -0.9, 0, 44*, -9, 8, -16, -7, 3
27) CCOc1cc(N(CC)CC)ccc1/C=C(/C#N)c1nc2ccccc2[nH]1
    -2.3, -2.5, 108*, -10, -3, -24, -610, 7, -115
28) CCN(C(=O)c1ccnn1C)c1ccccc1
    -0.8, -3.4, -5, 0, -4, 10, 3, -5, 0
29) COc1ccc(S(=O)(=O)N2CCOCC2)cc1NC(=O)CSc1nnc2c(n1)[nH]c1ccccc12
    -2.1, -0.3, 7, -4, -15, 7, 8, 0, 0
30) COc1ccc(OC)c(S(=O)(=O)N2CCC(C(=O)NCc3ccccn3)CC2)c1
    -0.9, 0.3, 2, -12, -9, 17, -7, -9, 1
31) COc1cccc(CN2CC(C(=O)NCc3ccc(C)c(F)c3)CCC2=O)c1 (stereo unspecified)
    -0.2, -1.9, 3, 1, -43, 12, 1, 0, 3
32) COc1ccccc1NC(=O)CNS(=O)(=O)c1ccccc1
    -2.8, -0.2, -1, -3, 2, -7, -13, -4, 2
33) Cc1ccc(C)c(N(CC(=O)NC(C)(C)C)C(=O)CCC(=O)Nc2nccs2)c1
    0.0, 1.2, 3, -4, -40, -7, 13, -6, 3
34) Cc1cc(C)nc(N(C#N)CC(=O)N2CCC(C(N)=O)CC2)n1
    -0.9, -0.8, 1, -5, 3, 6, -7, -5, -1
35) COc1ccccc1N1CCN(CC(=O)Nc2ccc(Cl)c(C(F)(F)F)c2)CC1
    -1.8, -2.6, 1, -2, -11, -11, 7, -6, 6
36) Cc1ccc(C(C)n2cc(C(=O)NCc3cccnc3)nn2)cc1 (stereo unspecified)
    -4.2, -2.8, 6, 10, -17, 17, -1, -6, 9
37) COC(=O)c1c(C)oc(C)c1S(=O)(=O)N(C)C1CCCCC1
    -0.5, -2.7, -1, -2, -19, -1, -16, 0, nt
38) CCCCCC(=O)NC(NC(=S)Nc1ccc(S(N)(=O)=O)cc1)C(Cl)(Cl)Cl (stereo unspecified)
    -0.8, 0.2, -2, 8, 6, 3, -10, -8, -2
39) Cc1ccc(OC(C)c2nnc(N)s2)cc1Cl (stereo unspecified)
    -0.8, -3.1, 2, 0, -7, -4, -1, -2, 6
40) CCN(CC)S(=O)(=O)c1ccc(-c2nnc(SCC(=O)Nc3nnc(C)s3)n2CC)cc1
    1.5, -2.4, -4, 4, -38, 5, -4, 0, 0
41) O=C(COC(=O)c1ccc(O)cc1)Nc1ncc(Cl)cc1Cl
    -3.3, -1.5, -1, 2, -2, 0, -9, -2, -1
42) O=c1c2ccccc2ncn1-c1ccc(Cl)c(Cl)c1
    -3.5, -2.7, 4, 1, 0, 16, 1, -3, -1
43) Cc1cc(C)c(S(=O)(=O)Nc2ccc3c4c(cccc24)CC3)c(C)c1
    -0.2, -4.1, 1, -1, -9, -17, -25, -7, 3
44) Cc1cc(C)cc(NC(=O)CCCn2nc(C)c3c(C)n(-c4ccccc4)nc3c2=O)c1
    -3.7, -8.9, 10, -5, -44, 0, -2, 1, 5
45) CCc1nc(Nc2cc(OC)ccc2OC)c2oc3ccccc3c2n1
    -1.6, -0.1, -3, -5, -16, 22, -12, 6, 5
46) O=C1SCC(c2ccccc2)=NN1Cc1ccccc1
    -4.2, -2.2, 2, 5, -13, 19, -21, -2, 0
47) COc1ccccc1NC(=O)Nc1cnccn1
    1.5, 2.7, -2, -16, -5, 10, -7, -15, 2
48) Cn1c(CCc2nc3ccccc3[nH]2)nnc1SCC#N
    -3.8, -1.2, 1, -12, -1, -1, -2, 13, 5
49) Clc1ccc(Cc2noc(CN3CCN(c4ccccc4)CC3)n2)c(Cl)c1
    2.1, -4.3, -2, 1, -20, 9, -32, -6, -6
50) CCNC(=O)c1cc(S(=O)(=O)N(C)C)c(Cl)cc1Cl
    -1.8, 1.4, 1, -13, -1, 10, 6, -1, 2
51) O=C1c2ccccc2C(=O)C12Cc1ccccc1N1CCN(c3ccccc3)CC12 (stereo unspecified)
    -0.8, -1.8, nt, 11, 2, 8, -3, 11, 4
52) COc1ccc([N+](=O)[O-])cc1NC(=O)C(C)Sc1nc(-c2ccccc2)cs1 (stereo unspecified)
    -2.9, -2.6, 3, 2, -1, -1, 5, 0, 8
53) CC1=Nc2ccc(C)cc2/C1=C/c1c(N)n2oc(C)cc2nc1=O
    -2.5&-1.2, -3.8&0.6, -1&2, 5&-3, -5&9, 17&20, 2&-10, -4&-4, 4&-1
54) COC(=O)c1ccc(C2Nc3ccc(/C(C)=N/NC(=O)C(OC)c4ccccc4)cc3C3C=CCC32)cc1 (stereo unspecified)
    -2.2, -4.9, -2, 4, -11, 31, -8, 21, 11
55) c1ccc2cc3[nH]c(CN4CCOCC4)nc3cc2c1
    -3.0, -4.2, 5, -2, -2, 15, 1, 3, -1
56) COc1ccc(C(C)=O)cc1COC(=O)CCCN1C(=O)c2ccccc2C1=O
    -2.9, -4.7, 4, 3, -26, 10, -6, -2, 4
57) C=CCOc1ccccc1CN1CCCC(CCC(=O)N(C)CCc2ccccn2)C1 (stereo unspecified)
    -1.3, -2.2, -1, -5, 5, 10, -6, 1, 0
58) CCOC(=O)CC(=O)c1[nH]c(C)c(C(=O)OCC)c1C
    -2.6, 1.2, 1, -4, -10, 15, -6, -6, 1
59) Cn1cc(C(=O)Nc2ccc3c(c2)CCC3)cn1
    -0.9, -1.4, -5, -4, -3, 5, -6, -8, 1
60) CCC(=O)N1CCc2cc(S(=O)(=O)Nc3ccc4c(c3)OCCO4)ccc21
    -3.5, -4.9, -7, 3, -5, 10, -5, 2, 1
